A3G deaminase = blocks human APOBEC3G single-stranded DNA deamination. inhibition, % at 20 µM. recombinant A3G, ssDNA deamination FAM/TAMRA fluorescence. hit rate 0.28% among 330,000. Q9HC16;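 active = inhibition of at least 40% at 20 µM, with no more than 30% in the related APOBEC3A deaminase screen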;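 note: plate controls were DMSO wells with A3G for no effect and wells lacking A3G enzyme for full effect; some compounds called inactive have numbers as strong as hits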
Target sequence (Q9HC16 whole entry, looked up): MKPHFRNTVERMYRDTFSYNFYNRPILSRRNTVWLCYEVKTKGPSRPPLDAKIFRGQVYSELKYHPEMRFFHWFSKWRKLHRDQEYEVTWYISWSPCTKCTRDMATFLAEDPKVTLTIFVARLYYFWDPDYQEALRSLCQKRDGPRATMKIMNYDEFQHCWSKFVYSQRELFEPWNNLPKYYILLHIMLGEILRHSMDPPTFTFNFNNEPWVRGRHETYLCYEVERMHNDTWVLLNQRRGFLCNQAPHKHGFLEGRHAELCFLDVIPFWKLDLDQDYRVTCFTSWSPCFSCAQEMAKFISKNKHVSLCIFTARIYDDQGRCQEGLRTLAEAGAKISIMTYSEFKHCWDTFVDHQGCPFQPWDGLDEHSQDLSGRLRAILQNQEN
NR3A LBD binder = modulates the human NR3A ligand-binding domain | NR3A LBD differential scanning fluorimetry, Tm shift; 0% = protein alone, 100% = glycine-bound protein | Tm shift relative to glycine control, % at 25 µM | hit rate 2.5% among 340,000 | AID 1259313;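 active = melting temperature shift of at least 10% of the positive control shift, at one fixed dose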
beta cell repl = induces beta-cell replication in MIN6 cells | MIN6 cells proliferation, ATPlite luminescence, 48 h; cells starved in 0.2% serum; 100% = growth in 10% serum | hit rate 0.29% among 330,000 | AID 2380 | proliferation, % at 10 µM;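 active = compounds whose signal lies at least 3.5 SD above the mean of all wells on their plate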;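 note: 0% = DMSO-treated cells in low-serum medium and 100% = 10% serum control; some compounds called inactive have numbers as strong as hits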
APOBEC3A inh = blocks human APOBEC3A ssDNA deamination | P31941 | recombinant A3A, FAM/TAMRA ssDNA deamination fluorescence | inhibition, % at 20 µM | hit rate 0.41% among 330,000 | AID 493011;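 active = at least 40% inhibition at 20 µM here, with at most 30% in a related deaminase screen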;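 note: plate controls were A3A with DMSO for no effect and wells lacking A3A enzyme for full effect; some results filed as inactive read as strong as hits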
Target sequence (P31941 whole entry, looked up): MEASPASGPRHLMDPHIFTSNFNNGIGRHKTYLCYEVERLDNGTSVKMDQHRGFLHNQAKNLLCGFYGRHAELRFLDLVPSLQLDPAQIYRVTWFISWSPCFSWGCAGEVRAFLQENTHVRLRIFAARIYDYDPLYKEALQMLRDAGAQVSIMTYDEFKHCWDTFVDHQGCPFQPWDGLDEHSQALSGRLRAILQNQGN
hIAP block = human IAP inhibition; P09923; purified IAP, CDP-Star luminescence, 30 min; inhibition, % at 10 µM; hit rate 0.12% among 330,000;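 active = inhibition reaching a set limit with compound at 10 µM in the primary screen, cut at about 35% in these data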;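 note: plate controls were DMSO wells with enzyme for no effect and no-enzyme buffer wells for full effect; values of inactives mirror those of a sister screen read the other way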
Target sequence (P09923 whole entry, looked up): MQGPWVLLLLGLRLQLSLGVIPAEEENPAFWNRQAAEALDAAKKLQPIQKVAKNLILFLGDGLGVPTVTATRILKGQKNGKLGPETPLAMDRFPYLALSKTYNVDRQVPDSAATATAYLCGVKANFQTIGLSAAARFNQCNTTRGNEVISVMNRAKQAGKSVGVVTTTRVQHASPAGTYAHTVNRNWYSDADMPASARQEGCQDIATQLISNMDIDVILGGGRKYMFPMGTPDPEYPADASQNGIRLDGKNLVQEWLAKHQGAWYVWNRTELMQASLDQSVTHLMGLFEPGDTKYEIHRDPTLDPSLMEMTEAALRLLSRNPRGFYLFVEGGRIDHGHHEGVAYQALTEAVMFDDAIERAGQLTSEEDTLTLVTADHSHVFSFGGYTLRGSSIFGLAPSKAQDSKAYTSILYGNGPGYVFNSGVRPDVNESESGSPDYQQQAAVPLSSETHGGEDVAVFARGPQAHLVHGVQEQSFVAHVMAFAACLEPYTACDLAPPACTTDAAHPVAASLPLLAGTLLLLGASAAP
mIAP act = mouse IAP activation. muIAP, CDP-Star luminescence, 30 min; hits give high values; 1 = vehicle-only enzyme signal, 0 = enzyme-free wells. activation factor at 10 µM. hit rate 0.24% among 330,000. AID 2805;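 active = activation factor of at least 2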; note: the source names both 10 and 20 µM as test concentration; values of inactives mirror those of a sister screen read the other way
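Assay system: mouse IAP enzyme; Reagent: CDP-Star chemiluminescent phosphatase substrate; Compound: DMSO-dissolved test compounds; Incubation: 30 min, room temperature; Technique: luminescence from enzymatic CDP-Star hydrolysis; Controls: DMSO-only wells and no-enzyme negative control.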
mIAP inh = blocks mouse intestinal alkaline phosphatase; inhibition, % at 10 µM; hit rate 0.2% among 330,000; purified mouse IAP, CDP-Star luminescence, 30 min; AID 2806;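 active = inhibition of at least 40% at 10 µM in the primary screen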;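 note: plate controls were DMSO with enzyme for no effect and no enzyme wells for full effect; values of inactives mirror those of a sister screen read the other way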
MPTP inh = inhibitors of mitochondrial permeability transition pore. inhibition, % at 10 µM. isolated mouse mitochondria, Ca2+ swelling absorbance, 30 min. AID 602449. hit rate 1.4% among 360,000;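 active = inhibition of 50% or more, scaled per plate between neutral and stimulator controls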;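 note: 0% = DMSO wells given calcium and 100% = 1 mM EGTA wells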
hIAP act = human IAP activation | purified human IAP, CDP-Star luminescence, 30 min; hits give high values; 1 = vehicle-only enzyme, 0 = enzyme-free background | activation factor at 10 µM | hit rate 0.16% among 330,000;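 active = activation factor of the enzyme at least 2-fold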; note: the source names both 10 and 20 µM as test concentration; values of inactives mirror those of a sister screen read the other way
Starred values were filed as active, the others as inactive; x = no result given. This is a random part of the collection. Share with any hit: about 5%.

A first look, 4 compounds:
SMILES	A3G deaminase	NR3A LBD binder	beta cell repl	APOBEC3A inh	hIAP block	mIAP act	mIAP inh	MPTP inh	hIAP act
O=C(Nc1cccc(S(=O)(=O)NC2=NCCCCC2)c1)c1cc(-c2ccccc2Cl)nc2ccccc12	-2	7	-1	0	-24	0.85	15	-0.1	1.2
COc1ccc(/C=N/N2CCN(C)CC2)c(OC)c1OC	-13	2	1	-3	5	0.97	3	-0.2	0.95
O=C(CN(C(=O)CNS(=O)(=O)c1ccc(F)cc1)c1ccc(F)cc1)NCc1ccco1	-4	-1	-1	1	-8	1	-3	1.3	1.1
O=C(Cc1nnc(NC(=O)c2ccccc2)s1)N/N=C/c1ccc(O)cc1	1	-2	-3	-5	-11	0.99	1	-1.0	1.1

The list itself, repeating the preview:
SMILES	A3G deaminase	NR3A LBD binder	beta cell repl	APOBEC3A inh	hIAP block	mIAP act	mIAP inh	MPTP inh	hIAP act
O=C(Nc1cccc(S(=O)(=O)NC2=NCCCCC2)c1)c1cc(-c2ccccc2Cl)nc2ccccc12	-2	7	-1	0	-24	0.85	15	-0.1	1.2
COc1ccc(/C=N/N2CCN(C)CC2)c(OC)c1OC	-13	2	1	-3	5	0.97	3	-0.2	0.95
O=C(CN(C(=O)CNS(=O)(=O)c1ccc(F)cc1)c1ccc(F)cc1)NCc1ccco1	-4	-1	-1	1	-8	1	-3	1.3	1.1
O=C(Cc1nnc(NC(=O)c2ccccc2)s1)N/N=C/c1ccc(O)cc1	1	-2	-3	-5	-11	0.99	1	-1.0	1.1
NCc1ccc2[nH]c(=O)[nH]c2c1	-11	0	0	2	5	0.89	11	0.0	0.95
CCOC(=O)c1sc2nc(N3CCOCC3)c3c(c2c1N)CCC3	-6	-4	1	-5	16	1.1	-14	1.3	0.84
Cc1ccc(S(=O)(=O)Nc2ccc(NC(=O)CN3CCCCC3)c(Cl)c2)cc1	-7	-3	-4	3	-58	0.95	5	12	1.6
Cc1ccc(Cl)c(OCCN2CCCC(C)C2)c1 (stereo not given)	-10	0	1	-4	5	1.1	-5	1.1	0.95
CCOC(=O)c1[nH]c(C)c(CN(C(C)=O)c2ccc(OCC)cc2)c1C	-8	0	1	-4	7	0.95	5	0.2	0.93
O=C(Nc1ncn[nH]1)c1cc(S(=O)(=O)Nc2ccc(Cl)cc2)ccc1Cl	-6	-1	0	-2	5	0.96	4	-0.2	0.95
O=C1CC2(CCN(S(=O)(=O)c3ccccc3)CC2)Oc2ccccc21	-4	2	-1	-5	6	0.96	4	-0.5	0.94
COc1ccc(-n2c(=S)[nH]c3cc(C(=O)Nc4ccc(C)c(F)c4)ccc3c2=O)c(OC)c1	-4	13*	0	-3	3	0.92	8	3.0	0.97
COc1ccc(C(=O)NNC(=O)Cc2coc3cc(OC)ccc23)cc1	2	-2	-2	13	1	0.91	9	0.3	0.99
Cc1ccc(NC(=O)NCCN2CCCCC2)cc1C	-6	-1	-1	-2	19	1.3	-29	-1.6	0.81
CCOc1ccc(-c2nc(N)nc(C)c2-c2ccc(Cl)cc2)c(O)c1	1	-24	-6	2	8	0.98	2	0.7	0.92
CCOc1ccc(NC(=O)c2ccc3[nH]c(=O)c(=O)[nH]c3c2)cc1	-5	-2	-1	-2	-59	1	0	0.6	1.6
Cc1ccc(N)cc1S(=O)(=O)N(C)C	-8	-3	-1	2	-16	1.1	-7	-0.6	1.2
Cc1ccc2cc(CCNC(=O)c3ccc(C)c([N+](=O)[O-])c3)c(=O)[nH]c2c1	-4	5	0	-1	9	0.95	5	2.6	0.91
C/C(=N/NC(=O)c1cnccn1)c1ccncc1	-3	-1	-2	1	-2	0.91	9	0.0	1
CC(c1ccccc1)n1c(-c2cccs2)nc2c(c(=O)c3ccccc3n2C)c1=O (stereo not given)	-1	0	-3	2	22	0.92	8	14	0.79
COC(=O)[C@@]1(Cc2ccc(F)cc2)[C@H]2c3cc(C(=O)N(C)C)n(CCc4ccccn4)c3C[C@H]2CN1C(=O)c1ccccc1	-7	-1	-1	-1	7	1	-3	x	0.93
Cc1c(C(=O)NC2CCC(C)CC2)oc2ccccc12 (stereo not given)	-1	-2	4	6	2	0.97	3	0.1	0.98
O=C1CN(C(=O)COC(=O)C2=COCCO2)c2ccccc2N1	-3	2	3	-2	21	1.1	-6	-0.4	0.79
CC#CCN(CC#CC)S(=O)(=O)c1ccc(S(=O)(=O)N2CCOCC2)cc1	5	0	-2	-3	-5	1.2	-15	0.5	1.1
CCOC(=O)c1ccc(NC(=O)Nc2ccn(C)n2)cc1	-2	0	-3	5	-9	0.89	11	1.4	1.1
O=C(COC(=O)CCc1nc2ccccc2s1)Nc1nc(-c2ccccc2)cs1	-7	-5	-2	-4	0	0.99	1	-0.4	1
COc1ccccc1CNC(=O)N1CCN(c2ccccc2Cl)CC1	-12	-1	3	-2	-2	1	-3	0.9	1
COCCSc1nnc(NC(=O)c2cc(OC)c(OC)cc2[N+](=O)[O-])s1	-4	2	-4	-4	-12	1.2	-20	-2.4	1.1
CCCc1nnc(SCC(=O)O)n1/N=C/c1ccc2c(c1)OCO2	-5	1	1	-2	9	1	-3	-1.0	0.91
Cc1cc(-c2ccccc2)nc(N2CCC(C(=O)NC34CC5CC(CC(C5)C3)C4)CC2)n1	-9	1	-6	-6	-2	1.2	-24	2.4	1
Fc1ccc2[nH]c3c(Cl)ncnc3c2c1	-11	1	-1	-3	4	1.1	-11	-0.9	0.96
Cn1c(COc2ccc(Cl)cc2)nnc1SCC(=O)NC1CCCC1	-10	-3	-1	-2	10	1	-2	1.0	0.9
Cc1ccc(S(=O)(=O)N2CCC(C(=O)NC3CC(C)(C)NC(C)(C)C3)CC2)cc1	-2	0	2	2	5	0.95	5	-1.7	0.95
CCOc1ccc(NC(=S)N(CCCN2CCCC2)Cc2cccn2Cc2ccc(Cl)cc2)cc1	-7	-1	-6	0	-15	0.94	6	1.6	1.1
COC(=O)c1c(C)oc(C)c1S(=O)(=O)NCc1ccc(OC)cc1	0	1	1	-4	-6	1.1	-9	-2.3	1.1
Cc1cc(SCC(=O)Nc2ccccc2)nc(C)n1	-3	-1	-4	-1	9	0.89	12	1.0	0.91
CC(=O)c1ccc(N2CCN(C(=O)c3ccc4[nH]c(C)c(C)c4c3)CC2)cc1	-1	3	-2	1	-8	1.2	-19	-0.6	1.1
O=C(Nc1ccc(N2CCOCC2)c(S(=O)(=O)Nc2cc(Cl)ccc2Cl)c1)c1cccnc1	-2	-2	-5	1	-2	0.99	1	1.4	1
CN(c1ccccc1)S(=O)(=O)c1cccc(NC(=O)CSc2ncn[nH]2)c1	-2	0	-6	3	-13	0.93	7	9.2	1.1
Cc1cccc(N(C(=O)CCC(=O)Nc2cccnc2)C(C(=O)NC2CCCC2)c2ccncc2)c1 (stereo not given)	-5	2	0	-1	-6	0.98	2	-0.5	1.1
CCN1CCN(C(c2ccc(OC)cc2)c2nnnn2Cc2ccc3c(c2)OCO3)CC1 (stereo not given)	-11	1	2	-4	7	1	0	0.9	0.93
CCC(=O)N(CC)Cc1cc(=O)[nH]c2ccccc12	-5	-4	0	-1	-2	0.96	4	1.7	1
CCc1cccc(NC(=O)C2CCN(c3ncnc4sc(C)c(C)c34)CC2)c1	-6	-4	-5	-3	11	1.8	-84	2.5	0.89
CC(Sc1nc2ccccc2[nH]1)C(=O)Nc1ccc2c(c1)OCCO2 (stereo not given)	-1	-1	-1	-3	0	0.95	5	-0.4	1
COc1ccc(/C(O)=C2/C(=O)C(=O)N(CCCN3CCOCC3)C2c2ccc(C(C)C)cc2)cc1 (stereo not given)	-9	-1	-2	-9	-12	0.99	1	-0.5	1.1
CCOc1ccc(NC(=O)CN2C(=O)CSC(C)C2=O)cc1 (stereo not given)	-12	0	-2	2	-6	1.1	-8	2.6	1.1
CCN(CCn1cccn1)C(=O)CCc1nnc(C2CCCCC2)o1	4	1	0	6	-5	0.92	8	0.5	1.1
Cc1ccccc1Cn1cnc2ccccc2c1=O	-5	0	1	-2	2	0.97	3	-4.4	0.98
O=C(O)C1OC(C(=O)O)C2C1C(F)(F)C2(F)F (stereo not given)	-7	2	0	12	13	1	-3	1.9	0.87
CN(C)S(=O)(=O)N(CC(=O)N1CCN(Cc2ccccc2)CC1)c1ccccc1	-6	0	0	33	1	0.97	3	-0.1	0.99
Cc1ccc(S(=O)(=O)c2c(N)n(CCC(C)C)c3nc4ccccc4nc23)cc1	-11	3	-6	-1	-15	0.94	6	49	1.1
Cc1ccc(C(C)C)c(OC/C(O)=C(\C#N)c2nc3ccccc3[nH]2)c1	4	-5	-4	1	-20	1	-3	16	1.2
Cc1nc2c3ccccc3n(CC(=O)c3ccc(F)cc3)c(=O)n2n1	-10	3	-2	-2	-9	1	-4	-1.7	1.1
COCCCN1C(=O)c2ccc(C(=O)OCC(=O)N(C)c3ccccc3)cc2C1=O	-8	1	1	-2	13	0.98	2	-1.3	0.87
CCN(C(=O)Cn1cc(C(C)=O)c2ccccc21)c1ccccc1	-8	-3	2	-3	-4	1	-2	1.9	1
CCOC(=O)C1CCN(c2c(NCc3ccc(N(C)C)cc3)c(=O)c2=O)CC1	-3	1	-2	3	4	1	-2	0.4	0.96
C/C(=N\NC(=O)c1ccc(NS(=O)(=O)c2cccs2)cc1)c1ccccn1	-5	-4	-3	-1	-33	0.88	12	x	1.3
COc1ccc(/C=N/NC(=O)c2cccnc2)c2ccccc12	0	-12	1	2	11	1	0	0.1	0.89
O=c1/c(=C/c2ccco2)sc2n1CN(c1ccccc1)CN=2	-3	-1	0	1	-13	0.88	12	1.5	1.1
Cc1cc(-c2ccccc2)nc(SCC(=O)c2cccc([N+](=O)[O-])c2)n1	2	-6	-3	2	7	0.9	10	0.4	0.93

(more compounds)
SMILES	A3G deaminase	NR3A LBD binder	beta cell repl	APOBEC3A inh	hIAP block	mIAP act	mIAP inh	MPTP inh	hIAP act
COc1ccc(C(=O)N2CCOCC2)cc1S(=O)(=O)N1CCCc2ccccc21	-4	-4	4	-2	5	0.95	5	-0.3	0.95
CCn1c(SCC(=O)NCc2ccccc2)nc2c(c1=O)SC(C)C2 (stereo not given)	-12	2	-1	-6	2	1	-2	0.5	0.98
CCN(CC)C(=O)c1sc(NC(=O)c2ccc3c(c2)OCO3)c(C#N)c1C	-12	3	0	-2	17	1	0	8.2	0.83
CN(C)S(=O)(=O)N1CCC(Oc2cccc(C(=O)N3CCCCCCC3)c2)CC1	-6	1	-3	-2	-19	0.93	7	-0.1	1.2
CCOc1ccc(NC(=O)COc2ccc(C(=O)NCc3cccc(OC)c3)cc2OC)cc1	-9	-2	0	-5	1	1.1	-9	-3.2	0.99
CN(C)S(=O)(=O)N1CCC(CCCC2CCN(S(=O)(=O)N(C)C)CC2)CC1	3	-3	-3	2	-5	1.1	-6	1.8	1.1
CCOC(=O)CSc1nc2ccccc2c(=O)n1CC	-1	0	2	4	18	1.1	-6	16	0.82
Cc1ccc(C2=CC(=O)C[C@H](c3ccc4c(c3)OCO4)C2)cc1	-2	-3	-5	2	-6	0.95	5	1.3	1.1
CCN1C(c2ccccc2)=C(c2ccccc2)S/C1=C\C=C1/SC(=S)N(C)C1=O	-4	-14	-3	-2	22	0.76	24	15	0.78
CCOc1ccc(CCNC(=O)Cn2cccc2C(=O)c2ccccc2)cc1OCC	-9	-1	1	-3	-3	0.97	3	4.0	1
O=C(NCCc1nc2ccccc2[nH]1)Nc1ccccc1	-2	9	-1	2	-8	1.1	-6	-0.2	1.1
COc1ccc(C(=O)c2coc3ccc(OC(C)=O)cc23)cc1	-2	0	-1	0	5	0.92	8	2.6	0.95

Screens deposited in PubChem by Sanford-Burnham Center for Chemical Genomics.
